FLuc modulator = firefly luciferase modulation, counter-screen for miR-21 project. P08659. purified FLuc, Km substrates, luminescence inhibition. Potency, µM (top dose mostly 57.5 µM), inactives show at the highest dose activity change, negative = inhibition, hits mostly inhibitors. 6.9% of 360,000 active. AID 588342;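 also: potency is read from the fitted curve at half-maximal effect; plate controls were vehicle for no effect and reference inhibitor for full effect; nearly all actives have a fitted effect of over 55% in size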
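Biochemical qHTS of compounds, final roughly 60 µM downward over six points, against 10 nM purified firefly luciferase using Km concentrations of substrates (10 uM D-luciferin, 10 uM ATP) in Tris acetate pH 7.5 buffer; luminescence output.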
Tb PFK block = T. brucei PFK enzyme inhibition; O15648; T. brucei PFK, ADP-Glo luminescence; Potency, µM (highest dose often 57.5 µM), for the others: at the top dose activity, negative = inhibition, most hits filed as inhibitors; 0.17% of 330,000 active; AID 485367;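 also: potency is read from the fitted curve at half-maximal effect; 0% = uninhibited 1x PFK enzyme wells and -100% = no-enzyme wells; nearly all actives have a fitted effect of over 60% in size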
Target sequence (O15648 whole entry, looked up): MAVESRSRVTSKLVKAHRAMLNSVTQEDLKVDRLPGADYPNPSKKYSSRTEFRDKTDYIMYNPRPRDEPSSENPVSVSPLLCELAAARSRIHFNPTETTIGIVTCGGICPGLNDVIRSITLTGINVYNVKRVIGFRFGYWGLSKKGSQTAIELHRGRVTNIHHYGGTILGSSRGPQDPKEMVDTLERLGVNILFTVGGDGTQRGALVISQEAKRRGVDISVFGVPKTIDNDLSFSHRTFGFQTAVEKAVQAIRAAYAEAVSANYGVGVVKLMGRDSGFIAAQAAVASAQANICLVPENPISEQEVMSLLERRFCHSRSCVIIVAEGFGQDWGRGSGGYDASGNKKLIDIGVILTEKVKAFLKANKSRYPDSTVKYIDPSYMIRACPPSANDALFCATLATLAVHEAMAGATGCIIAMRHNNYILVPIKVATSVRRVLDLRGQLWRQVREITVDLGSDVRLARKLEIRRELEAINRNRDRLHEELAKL
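ADP-Glo luminescence quantified ADP after 45 min at room temperature, with 1.25 nM T. brucei PFK, 0.1 mM ATP and 0.5 mM fructose-6-phosphate in pH 8.0 TEA buffer. qHTS titrations up to 57 µM; curves classified by quality.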
RORgamma inh = inhibitors of mouse ROR gamma transcriptional activity; 5.4% of 310,000 active; P51450; AID 2551; Potency, µM (titrated, usually from 53.6 µM), for the others: top-dose activity change, negative = inhibition, most hits filed as inhibitors; Drosophila S2 Gal4-RORgamma UAS-luciferase reporter, 20 h; also: potency is read from the fitted curve at half-maximal effect; % is scaled to controls: 0 for no effect and ±100 for the full control effect; nearly all actives have a fitted effect of over 60% in size
Target sequence (P51450 whole entry, looked up, the tested form may be a part): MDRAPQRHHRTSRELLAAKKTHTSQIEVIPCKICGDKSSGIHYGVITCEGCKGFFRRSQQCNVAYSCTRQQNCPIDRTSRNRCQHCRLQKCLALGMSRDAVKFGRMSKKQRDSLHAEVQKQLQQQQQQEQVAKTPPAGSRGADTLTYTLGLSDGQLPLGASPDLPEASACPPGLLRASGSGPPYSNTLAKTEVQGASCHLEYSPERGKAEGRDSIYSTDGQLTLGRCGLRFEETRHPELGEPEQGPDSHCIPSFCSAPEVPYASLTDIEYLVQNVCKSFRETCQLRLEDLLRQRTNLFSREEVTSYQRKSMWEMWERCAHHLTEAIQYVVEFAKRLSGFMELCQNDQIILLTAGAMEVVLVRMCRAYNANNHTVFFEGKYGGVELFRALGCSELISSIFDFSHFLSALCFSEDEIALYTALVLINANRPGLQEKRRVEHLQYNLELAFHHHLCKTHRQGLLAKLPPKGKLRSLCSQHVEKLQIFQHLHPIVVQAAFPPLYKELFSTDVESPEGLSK
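Drosophila Schneider cells stably carrying a metallothionein-driven Gal4 DBD–ROR gamma fusion and a UAS-Photinus luciferase reporter were exposed to compound for 1 hr, then induced with copper sulfate (700 uM final) for 20 hr at ambient temperature before luminescence reading.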
BRCA1 expr up = activators of BRCA1 expression; MCF7-BRCA1-FFLuc reporter, luminescence, 48 h; response scale: scaled: vehicle 0%, 10 µM genistein 100%; Potency, µM (series often up to 46.1 µM), for inactives: at the highest dose activation, actives largely listed as activators; 1.1% of 380,000 active; also: potency is read from the fitted curve at half-maximal effect; nearly all actives have a fitted effect of over 80% in size; some results filed as inactive show a strong effect at the top dose
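MCF7-BRCA1-FFLuc, 2000 cells/well; 2 h attach, 37 °C/5% CO2; compound 48 h; luciferase substrate 15 min; luminescence end-point. Norm. to genistein 10 microM max activation and DMSO; concentration-response curves fitted.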
ELG1 genotoxic = inducers of genotoxicity in HEK293T ELG1-luciferase cells; 1.3% of 330,000 active; HEK293T ELG1-luciferase reporter, luminescence, 16 h; Potency, µM (top dose mostly 46 µM), for inactives: at the top dose activity change, positive = activation, usual class: activators; also: potency is read from the fitted curve at half-maximal effect; % of control where 0% means no effect; nearly all actives have a fitted effect of over 60% in size
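Genotoxic stress is detected as increased luminescence from luciferase-tagged ELG1 in HEK293T cells, measured with ONE-Glo after a 16 hr treatment at 37 °C.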
TRPV1 ag = human TRPV1 agonism; activation, % at 8.33 µM; TRPV1-expressing cells, Fluo-8 calcium influx, agonist mode; AID 540275; 0.19% of 320,000 active; Q8NER1; in the data active = activation above about 80%; inconclusive = between about 30% and that limit; also: 0% is about no effect
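Fluo-8 calcium influx in TRPV1-expressing cells, kinetic read (ex 480/em 520 nm). Compound added and read 3 min for agonist activity, followed by capsaicin at EC20 final and 2 min further read for enhancement.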
NPC1 prom act = activates the NPC1 promoter | 2.4% of 320,000 active | Huh7 NPC1 promoter luciferase reporter, 24 h | Potency, µM (series often up to 9.22 µM), without a hit: at the top dose activation, usual class: activators;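 also: potency is read from the fitted curve at half-maximal effect; % of control where 0% means no effect; nearly all actives have a fitted effect of over 60% in size; reporter is driven by a mutant NPC1 promoter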
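Cells: Huh7 expressing luciferase under the NPC1 promoter, 1500/well. Seeded 2 h, compound added, incubated 24 h at 37 °C. Luciferase reagent, 10 min ambient, then luminescence.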
Rab9 prom act = Rab9 promoter activation. 2.8% of 320,000 active. Huh7 Rab9 promoter-luciferase reporter, luminescence, 24 h. AID 485297. Potency, µM (series often up to 9.22 µM), for the others: at the highest dose activation, negative = inhibition, hits mostly activators; also: potency is read from the fitted curve at half-maximal effect; % of control where 0% means no effect; nearly all actives have a fitted effect of over 60% in size
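Luciferase signal after 10 min detection reagent at ambient indicates Rab9 promoter upregulation; stably transfected Huh7 cells were treated 24 h with compound in DMSO at 37 °C, 5% CO2.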
p53 reactivator = restores transcriptional activity of mutant p53 | H1299 p53-A138V BP100-luciferase reporter, luminescence, 24 h | Potency, µM (top dose mostly 92.2 µM), inactives show top-dose activity change, positive = activation, most hits filed as activators | 0.063% of 320,000 active | AID 504706; also: potency is read from the fitted curve at half-maximal effect; % of control where 0% means no effect; nearly all actives have a fitted effect of over 45% in size
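p53-null H1299 cells stably carrying temperature-sensitive p53-A138V and a BP100-luciferase reporter were pinned with compounds (4-point, 1:5 series) and held 24 hrs at 37 deg C. Luminescence was read 10 min after detection reagent.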
ELG1 repair inh = inhibitors of ELG1-dependent DNA repair in HEK293T cells | HEK293T ELG1-luciferase reporter, luminescence, 16 h; DNA damage induced by 5-fluorouridine | 2.3% of 330,000 active | AID 504467 | Potency, µM (highest dose often 46.1 µM), without a hit: at the top dose activity change, negative = inhibition, usual class: inhibitors; also: potency is read from the fitted curve at half-maximal effect; % is scaled to controls: 0 for no effect and ±100 for the full control effect; nearly all actives have a fitted effect of over 55% in size
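DMSO vehicle served as the neutral condition. Each well held 2,000 cells given 5-fluorouridine plus compound; after 16 hr at 37 °C/5% CO2, ONE-Glo was added and luciferase measured 30 min later.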
VP16 counter = counter-screen for ROR gamma inhibitors: Gal4-VP16 reporter; Drosophila S2 Gal4-VP16 UAS-luciferase, luminescence, 20 h; Potency, µM (highest dose often 53.6 µM), for the others: at the highest dose activity, negative = inhibition, most hits filed as inhibitors; 3.5% of 310,000 active; AID 2546;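 also: Gal4-VP16 expression switched on by copper sulfate through the metallothionein promoter; potency is read from the fitted curve at half-maximal effect; % is scaled to controls: 0 for no effect and ±100 for the full control effect; nearly all actives have a fitted effect of over 50% in size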
Numbers without * were called inactive; ? = inconclusive; · = not tested or not shown; & = joins results of further samples; [ ] = another dose, or the depositor's remark. Unless noted, calls follow the shape of the dose curve; as a rule, active = well fitted curve in the direction sought with a large enough effect; inconclusive = small, poorly fitted or top-dose-only effect, or another doubt; inactive = no such curve, though single readings can be large; an effect the other way counts as inactive or inconclusive.

| SMILES | FLuc modulator | Tb PFK block | RORgamma inh | BRCA1 expr up | ELG1 genotoxic | TRPV1 ag | NPC1 prom act | Rab9 prom act | p53 reactivator | ELG1 repair inh | VP16 counter |
| --- | --- | --- | --- | --- | --- | --- | --- | --- | --- | --- | --- |
| COc1ccccc1C(=O)NCCC(=O)NCC1CCCCC1 | · | -2% | · | 0% | 6% | · | · | · | 11% | 2% | · |
| Cc1n(CC(O)COCc2ccccc2)c2ccccc2[n+]1C (configuration not stated) | 0% | 1% | -18% | -3% | -5% | 1 | -1% | 2% | 5% | 3% | -6% |
| O=S(=O)(NC(=NCc1ccccc1)c1ccccc1)c1ccc(Br)cc1 | 3% | -4% | 23% | -14% | 1% | 6 | 0% | 1% | 19% | -8% | -14% |
| CCOc1ccc(N2CC(C(=O)NC3CCCC3)CC2=O)cc1 (configuration not stated) | 1% | -2% | 4% | -7% | -1% | 1 | -3% | 0% | 3% | -3% | -6% |
| Cc1cc2cc3c(=O)[nH]c(=O)[nH]c3nc2cc1C | 1% | 6% | -9% | · | 10% | 3 | 2% | -2% | -7% | -10% | -2% |
| O=C(NCc1nnc2n1CCCCC2)c1ccc(Cl)cc1Cl | 3% | -2% | 10% | -15% | -1% | -7 | -1% | 0% | 6% | 6% | 2% |
| COCCn1c(-c2cc(OC)c(OC)c(OC)c2)nc2nc3ccccc3nc21 | 0% | 0% | -41% | · | 3% | -2 | 5% | -2% | -3% | 2% | -2% |
| CC1CCCC(C)N1C(=O)COC(=O)c1c[nH]c2ccccc12 (configuration not stated) | ? | 1% | · | 22% | -2% | 4 | -1% | 27% | ? | ? | · |
| C=CCCC(=O)N1CCC(n2nccc2NC(=O)c2ccccc2C)CC1 | 3% | -8% | -1% | -8% | 0% | -4 | -2% | 15% | -5% | 10% | 4% |
| CCOC(=O)c1c(C)[nH]c(C)c1C(=O)COC(=O)C1CC(=O)N(CCc2ccccc2)C1 (configuration not stated) | · | -2% | · | -1% | 4% | · | · | · | 6% | 1% | · |
| Cc1ccc2c(CN3CCOCC3)cc(=O)oc2c1 | 0% | -4% | -12% | 11% | 3% | -1 | 0% | 1% | 1% | 26% | 0% |
| Cc1ccnc(NC(=O)COc2ccccc2[N+](=O)[O-])c1 | 1.7µM* | -3% | 11µM* | · | ? | 2 | 2.2µM* | ? | -2% | ? | ? |
| Cc1ccccc1-c1nc2sc3c(c2c(=O)o1)CCC3 | 2.4µM* | -2% | ? | 2% | 3% | 1 | -2% | 4% | 26% | 17% | ? |
| NC(=O)c1ccsc1NC(=O)c1ccc(S(=O)(=O)N2CCCC2)cc1 | ? | 17% | 15% | 13µM* | 5% | -2 | 19% | ? | 17% | 1% | ? |
| O=C(NS(=O)(=O)Oc1cccc(Cl)c1Cl)OC[C@@H]1CCCN2CCCCC12 (some centres not stated) | -1% | -3% | -3% | -6% | 0% | -3 | 0% | -8% | -9% | 4% | -4% |
| Cc1ccc(C)c(NC(=O)C(CC(=O)O)C2CCCO2)c1 (configuration not stated) | 0% | 2% | -21% | -6% | 1% | -2 | -6% | 8% | · | -3% | 0% |
| Fc1ccc(N2CCN(Cc3cnc(Cl)s3)CC2)cc1 | -1% | 0% | 1% | -17% | -10% | 3 | -11% | -4% | 11% | -15% | -10%[10 µM] |
| CC(C)(C)c1ccccc1N=Cc1ccc2ccccc2n1 | -13% | -1% | -20% | -11% | 0% | -1 | -2% | 1% | -2% | 11% | -6% |
| O=C(COC(=O)/C=C/c1cccc(Br)c1)NCc1cccs1 | · | -11% | · | -9% | 0% | · | · | · | -2% | 29% | · |
| CN(C)CCN1C(=O)c2ccccc2C1=O | -1% | 1% | · | 27% | -1% | 8 | -5% | -6% | 7% | ? | · |
| COc1cc([N+](=O)[O-])ccc1NC(=O)CSc1ccccn1 | ? | 0% | 10% | · | -3% | 1 | -1% | -3% | -1% | -9% | 15% |
| CC(=O)N/C(=C\c1ccccc1)C(=O)OCC(=O)Nc1ccc(C)c(S(=O)(=O)N(C)C)c1 | · | 1% | · | -24% | 6% | · | · | · | -1% | -13% | · |
| COc1ccc(F)cc1S(=O)(=O)N1CC(C)CC(C)C1 (configuration not stated) | 0% | 5% | -24% | 1% | 0% | 17 | -1% | -7% | 0% | 0% | -4% |
| COc1ccccc1C(=O)NCCC(=O)NC1CCCC(C)C1C (configuration not stated) | -2% | -2% | · | -5% | 2% | -1 | 1% | -2% | 4% | 22% | · |
| O=C(Oc1ccc(C(=S)N2CCOCC2)cc1Cl)c1ccccc1F | ? | -4% | 2% | 16% | -1% | 16 | -4% | -5% | 3% | ? | 6% |
| COc1cccc(-c2csc(N3CCN(C(=S)Nc4cccc(Cl)c4)CC3)n2)c1 | 2% | -5% | 2.8µM* | -19% | 2% | 6 | 1% | 3% | 2% | -9% | 18µM* |
| CCCCC(=O)NNC(=S)NC(=O)c1ccc([N+](=O)[O-])cc1 | ? | -13% | 2.5µM* | -3% | -7% | 13 | -3% | 3% | 6% | ? | 11µM* |
| CCC(CC)C(=O)Nc1cc([N+](=O)[O-])ccc1Cl | -1% | -1% | -11% | -2% | 1% | -1 | 3% | 7% | -3% | 7% | -1% |
| CCCC(C)NC(=O)CN1C(=O)c2cccc3cccc1c23 (configuration not stated) | -3% | 5% | 27%[1.91 µM] | -14% | -3% | -2 | 2% | 0% | · | -10% | 6% |
| O=C(Nc1c(-c2ccccc2)nc2ccccn12)c1cccs1 | -4% | 7% | -6% | -8% | 4% | 2 | -1% | 2% | -5% | 2% | 1% |
| CN(CCOc1ccccc1)c1ccc(S(=O)(=O)N2CCCCC2)cn1 | 2% | 0% | ? | -15% | 3% | ? | -1% | 1% | 25% | -5% | -9% |
| O=C(CNC(=O)c1ccc(Br)o1)NNC(=O)c1ccccc1O | -2% | -1% | · | -9% | 0% | 2 | 0% | -2% | 0% | -1% | · |
| CN(CC(=O)Nc1ccccc1Br)C(=O)c1cccn1C | 1% | 25% | · | -9% | -4% | 4 | -6% | 1% | 1% | 17% | · |
| COc1ccc(C2(CCN=Cc3ccc(N(C)C)cc3)CCOC(C)(C)C2)cc1 (configuration not stated) | -9% | 0% | 7% | 0% | 0% | -3 | -1% | 0% | 5% | 8% | 5% |
| COc1ccc2nc3c(cc2c1)c(NC(=O)C1CCCO1)nn3CC(C)C (configuration not stated) | -17% | -3% | 25% | -1% | 6% | · | 10% | -6% | ? | -12% | 8% |
| Cc1ccc(S(=O)(=O)N2CCN(C(=O)COc3ccc(Br)cc3)CC2)cc1 | 0% | -1% | · | -48% | -5% | 3 | -1% | -6% | 1% | -28% | · |
| COc1ccc(Br)c(OC)c1C(=O)NC(=O)Nc1c(F)cccc1F | 5% | 0% | 14% | -1% | 1% | 4 | -3% | 1% | 11% | 14% | 1% |
| CC12CCC(=O)N1C(C(=O)Nc1ccc(S(=O)(=O)N3CCCCC3)cc1)CS2 (configuration not stated) | ? | -3% | · | -22% | 3% | -1 | 0% | 0% | 0% | 5% | · |
| O=C(NCC(=O)N(c1cccc(F)c1)C(C(=O)NC1CCCC1)c1ccncc1)c1cccs1 (configuration not stated) | 2% | -2% | -6% | -14% | 1% | -3 | 0% | -2% | 1% | -10% | 6% |
| CCC(C)(C)NC(=O)C(c1ccc(OC)cc1)N(C(=O)CCC(=O)Nc1cc(C)on1)c1ccc(F)cc1 (configuration not stated) | 3% | 6% | 21% | -23% | -8% | 2 | -4% | -2% | 4% | -17% | -5% |
| Cc1ccc(NC(=O)C2CCCN(S(=O)(=O)c3cccnc3)C2)cc1C (configuration not stated) | -6% | -17% | 1% | -2% | -11% | 24 | 4% | -3% | 7% | ? | -9% |
| CCOc1ccc(C2/C(=C(/O)c3ccc(OC)cc3)C(=O)C(=O)N2c2cc(C)on2)cc1OC (configuration not stated) | -1% | 1% | 27% | 0% | 5% | 0 | -1% | -2% | -5% | 8% | -7% |
| Cc1onc(C(=O)N2CCN(Cc3ccccc3)CC2)c1[N+](=O)[O-] | -2% | -8% | -17% | 0% | -4% | 1 | -1% | -1% | 11% | -8% | 11% |
| COc1c2c(nc3occc13)C(CC=C(C)C)(OC)C(=O)C=C2 (configuration not stated) | -2% | 0% | 5%&42% | -5% | -7% | 4 | -7% | -1% | 0% | 10% | 2%&-5% |
| CCOC(CNC(=O)C(=O)Nc1cc2c3c(c1)CC(=O)N3CCC2)OCC | 1% | 1% | -29% | -6% | 2% | -4 | -1% | 0% | -7% | 5% | 1% |
| CCCCN1C(=O)C(NC(=O)C2CC2)(C(F)(F)F)C2=C1CC(C)(C)CC2=O (configuration not stated) | -1% | -1% | 11% | 5% | -1% | 2 | -1% | 2% | -2% | 1% | -6% |
| COc1ccc(CNC(=O)CCSCc2cccc(Cl)c2)c(OC)c1 | 6% | -4% | 22% | -13% | -1% | ? | -4% | -2% | -20% | -2% | ? |

Compound activity from PubChem.
